ANO1 block – TMEM16A chloride channel inhibitors, primary screen, cell-based, HTS; Anoctamin-1 (Mus musculus), Q8BHY3; HEK293 TMEM16A/YFP iodide influx fluorescence, ionomycin; normalized B-score (activity score, 25-100; higher = stronger inhibition) at 10 µM; actives 1.2% (n = 310,000); AID 588511, 2011;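 active = ratio plate-corrected score three or more library SD toward inhibition, starting fluorescence score within five deviations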;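 note: score derived from kinetic fluorescence span divided by baseline fluorescence per well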
ANO1 activ – TMEM16A chloride channel activators or potentiators, primary screen, cell-based, HTS | Anoctamin-1 (Mus musculus), Q8BHY3 | HEK293 TMEM16A/YFP-H148Q/I152L, iodide quench fluorescence; active compounds read low | B-score at 10 µM | actives 0.3% (n = 340,000) | AID 623877, 2012;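 active = fluorescence-ratio B-score plate-corrected deviation score at least 3 library SD below zero, with starting fluorescence score within 5 deviations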;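 note: channel opened by trigger with iodide after compound preincubation; score built on the fluorescence ratio of max minus min over baseline; more negative score means more quench and so TMEM16A activation or potentiation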
MrgX1 PAM – positive allosteric modulators of MrgX1, primary screen, HEK293 cells, Fluo-4 calcium flux; Mas-related G-protein coupled receptor member X1 (Homo sapiens), Q96LB2; FDSS; active compounds read high; B-score at 10 µM; actives 0.63% (n = 310,000); AID 588675, 2011;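 active = plate-corrected calcium response at least 3 library SD above typical, normal starting fluorescence, not activating the receptor alone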;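 note: compound read alongside a low EC10 to EC30 dose of BAM8-22 agonist; peak minus trough fluorescence over baseline measured at the second addition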
TRPC6 inh – mouse TRPC6 channel inhibitors, primary screen, cell-based, HEK293, membrane potential dye. AID 2553, 2010. B-score at 10 µM. actives 1.1% (n = 310,000). ACh-evoked depolarization; active compounds read low;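 active = B-score under library mean minus 3 SD, initial fluorescence not abnormally high, positive integrated signal ratio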;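 note: B-score derived from integrated fluorescence ratio over the kinetic read; more negative B-score means stronger inhibition of depolarization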
Target sequence (Q61143 whole entry, looked up): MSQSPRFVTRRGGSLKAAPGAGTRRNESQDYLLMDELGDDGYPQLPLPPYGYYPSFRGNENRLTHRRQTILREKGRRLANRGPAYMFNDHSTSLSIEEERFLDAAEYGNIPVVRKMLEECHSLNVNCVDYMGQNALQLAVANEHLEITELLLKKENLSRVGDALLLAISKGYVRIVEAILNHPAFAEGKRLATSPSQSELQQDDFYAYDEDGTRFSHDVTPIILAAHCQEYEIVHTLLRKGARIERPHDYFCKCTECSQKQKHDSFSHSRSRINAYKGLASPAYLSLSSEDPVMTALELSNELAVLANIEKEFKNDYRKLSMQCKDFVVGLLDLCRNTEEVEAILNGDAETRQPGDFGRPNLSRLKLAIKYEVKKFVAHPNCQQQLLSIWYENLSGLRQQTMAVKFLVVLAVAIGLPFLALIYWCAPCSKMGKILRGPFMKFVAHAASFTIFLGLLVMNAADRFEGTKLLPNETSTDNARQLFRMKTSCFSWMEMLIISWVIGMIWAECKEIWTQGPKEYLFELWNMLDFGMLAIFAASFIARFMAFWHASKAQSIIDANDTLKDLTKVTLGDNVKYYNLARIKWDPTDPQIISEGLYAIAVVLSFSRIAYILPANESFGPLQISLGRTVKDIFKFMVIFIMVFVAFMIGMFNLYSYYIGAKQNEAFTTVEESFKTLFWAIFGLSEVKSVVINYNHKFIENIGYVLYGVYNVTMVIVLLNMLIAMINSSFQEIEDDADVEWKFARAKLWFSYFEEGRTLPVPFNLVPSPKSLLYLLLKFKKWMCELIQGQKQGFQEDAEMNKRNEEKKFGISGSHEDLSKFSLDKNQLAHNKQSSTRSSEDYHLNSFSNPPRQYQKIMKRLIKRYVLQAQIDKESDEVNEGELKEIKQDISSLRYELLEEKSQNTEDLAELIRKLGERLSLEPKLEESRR
SKKanGAS inh – S. pyogenes SKKanGAS growth inhibitors in kanamycin, primary screen, streptokinase expression inhibitor project, SKKanGAS strain, BacTiter-Glo luminescence; 6 h; inhibition, % at 7.5 µM; actives 1.3% (n = 300,000); AID 1662, 2009;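 active = mean replicate score, as percent of positive control median, at least 50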;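 note: strain carries kanamycin resistance gene driven by streptokinase promoter and grows in 40 µg/ml kanamycin; loss of luminescence reflects streptokinase promoter inhibition or plain growth inhibition; 0% = median of DMSO wells and 100% = positive control at its reference dose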
HDAC3 inh – HDAC3 deacetylase inhibitors, primary screen, biochemical, fluorescence, cell-free homogeneous; Histone deacetylase 3 (Homo sapiens), O15379; recombinant HDAC3, fluorogenic peptide/trypsin coupled; inhibition, % at 8.3 µM; actives 0.15% (n = 320,000); AID 2718, 2010; in the data active = inhibition above about 26%, passing the limit was not always enough
MrgX1 ag – agonists of human MrgX1 receptor, primary screen, HEK293 cells, Fluo-4 calcium flux; actives 0.44% (n = 310,000); Mas-related G-protein coupled receptor member X1 (Homo sapiens), Q96LB2; Fluo-4 calcium fluorescence, agonist mode; active compounds read high; B-score at 10 µM;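 active = calcium response B-score plate-corrected fluorescence ratio at least 3 library SD, with starting fluorescence B-score inside 5 SD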
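times = overnight plating, then 30 min 37 °C plus 30 min room-temperature dye loading | assay system = stable human MrgX1 HEK293 cell line | input = fifteen thousand cells per well | signal = kinetic calcium dye fluorescence, Fluo-4 NW | dosing = compound delivered in addition one of three | read-out = B-scored fluorescence response ratio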
TRPC6 activator – mouse TRPC6 channel activators, primary screen, cell-based, HEK293, membrane potential dye; B-score at 10 µM; Short transient receptor potential channel 6 (Mus musculus), Q61143; AID 2550, 2010; HEK293-TRPC6 membrane potential dye fluorescence; active compounds read high; actives 0.13% (n = 310,000);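 active = B-score of the integrated fluorescence ratio above library mean plus 3 SD, and starting fluorescence ratio within library mean plus 5 SD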;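 note: higher score means more depolarization so channel activation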
RGS4 pot – RGS4 potentiators or activators, primary screen, cell-based, HEK293 M3R inducible RGS4, calcium flux | carbachol calcium flux Fluo4; active compounds read low | B-score at 10 µM | AID 463111, 2010 | actives 0.92% (n = 310,000);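 active = B-score of the integrated calcium signal more than 4 SD below the library mean, with starting fluorescence not abnormally high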;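 note: negative B-score means reduced calcium response which marks RGS4 activation or potentiation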
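Assay system: HEK293 FlpIn-TREx cells, stable M3R, doxycycline-inducible RGS4 / Probe or stimulus: carbachol, ECmax concentration / Times: overnight RGS4 induction, 30 min dye load 37 °C, 20 min compound RT / Signal: kinetic calcium fluorescence imaging with Fluo4-AM dye, 2 µM / Measure: Agonist-evoked peak-minus-minimum fluorescence over baseline, integrated ratio, B score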
MrgX1 antag – antagonists of human MrgX1 receptor, primary screen, HEK293 cells, Fluo-4 calcium flux | Mas-related G-protein coupled receptor member X1 (Homo sapiens), Q96LB2 | BAM8-22 antagonism; active compounds read low | B-score at 10 µM | actives 1.3% (n = 310,000) | AID 588676, 2011;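 active = calcium-response B-score plate-corrected more than 3 library SD below zero, starting fluorescence within 5 deviations, no agonist response on first addition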;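 note: peak minus trough fluorescence over baseline after final BAM8-22 challenge near maximal dose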
RGS4 block – RGS4 inhibitors, primary screen, cell-based, HEK293 M3R inducible RGS4, calcium flux; actives 0.45% (n = 310,000); Fluo-4 calcium flux; active compounds read high; triggered by carbachol at its EC20; Regulator of G-protein signaling 4 (Homo sapiens), P49798; AID 463165, 2010; B-score at 10 µM;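 active = B-score, a plate-corrected calcium signal, over three deviations above library mean, with baseline fluorescence within five deviations of library mean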;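 note: RGS4 expression induced by doxycycline in cells with stable M3 receptor; B-score is computed from the integrated fluorescence ratio over baseline after carbachol; higher B-score means a larger calcium signal and so more RGS4 inhibition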
Target sequence (P49798 whole entry, looked up): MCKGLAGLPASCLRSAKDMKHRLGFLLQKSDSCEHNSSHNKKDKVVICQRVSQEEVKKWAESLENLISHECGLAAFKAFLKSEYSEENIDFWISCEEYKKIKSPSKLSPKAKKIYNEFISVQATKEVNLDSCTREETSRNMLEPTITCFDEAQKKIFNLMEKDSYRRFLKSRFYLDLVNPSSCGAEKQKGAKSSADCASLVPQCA
Numbers without * were called inactive; i = inactive; . = no result given. Random draw from the library (roughly 6.7% active in at least one column).

SMILES	ANO1 block	ANO1 activ	MrgX1 PAM	TRPC6 inh	SKKanGAS inh	HDAC3 inh	MrgX1 ag	TRPC6 activator	RGS4 pot	MrgX1 antag	RGS4 block
O=C(O)/C=C/C(=O)NCCNc1ncc(C(F)(F)F)cc1Cl	i	i	i	i	-3.2	-5.0	i	i	i	i	i
O=C(COC(=O)Cc1ccc(-c2ccccc2)cc1)NCc1ccccc1	i	i	i	i	-1.1	9.7	i	i	i	i	i
O=C(O)CSCc1nc2scc(-c3ccccc3)c2c(=O)[nH]1	i	i	i	i	-3.7	4.1	i	i	i	i	i
CN1CCCN(Cc2nc(-c3ccc(Cl)cc3)no2)CC1	i	i	i	i	1.3	13.6	i	i	i	i	i
O=C(COc1cccc(Cl)c1Cl)Nc1ccc2c(c1)CCC2	i	i	i	i	-8.2	-4.6	i	i	i	i	i
COc1ccc(OCC2c3cc(OC)c(OC)cc3CCN2C(=O)C(C)C)cc1 (stereo not drawn)	.	i	.	i	-8.4	.	.	i	i	.	i
COCCn1c(SCC(=O)NCc2ccc(F)cc2)nc2ccccc21	i	i	i	i	-2.4	-2.0	i	i	i	i	i
Nn1c(Cc2ccccc2F)nnc1SCn1nnc2ccccc2c1=O	i	i	i	i	-1.0	4.1	i	i	i	i	i
NS(=O)(=O)c1cc(C(=O)NCCOc2ccccc2)c(Cl)cc1Cl	i	i	i	i	-1.8	1.4	i	i	i	i	i
Cc1ccc(CNS(=O)(=O)c2c(C)nc3scc(C)n3c2=O)cc1	i	i	i	i	2.3	-8.7	i	i	i	i	i
Cc1c([N+](=O)[O-])c2ccc(O)cc2n1-c1ccccc1	i	i	i	i	0.3	4.7	i	i	i	i	i
COc1ccc(OCC(=O)N2CCCC2=O)c([N+](=O)[O-])c1	i	i	i	i	2.3	-1.0	i	i	i	i	i
CCOC(=O)c1cc(-c2csc(Nc3c(C)cc(C)cc3C)n2)on1	i	i	i	i	11.4	10.4	i	i	i	i	i
CC(C)(C)c1ccc(/C=C/C(=O)Nc2ncccn2)cc1	i	i	i	i	-10.2	-0.4	i	i	i	i	i
CCCc1nn2c(=O)cc(CSCC(=O)Nc3ccccc3)nc2s1	i	i	i	i	9.5	-0.9	i	i	i	i	i
Cc1ccc(C(=O)Oc2oc(-c3ccccc3)nc2C=Nc2ccc(N(C)C)cc2)cc1	i	i	i	i	5.0	-9.5	i	i	i	i	i
Cc1cc([N+](=O)[O-])ccc1NCc1cccc2ccccc12	i	i	i	i	16.0	3.1	i	i	i	i	i
CNc1nc(Cl)c(SC)c(NCc2cccc(OC)c2)n1	i	i	i	i	8.2	13.2	i	i	i	i	i
Cc1nnc(Nc2ccccn2)c2ccccc12	i	i	i	-5.69*	-15.3	-0.4	i	i	i	i	i
O=C(Cn1ncc(Cl)c(Cl)c1=O)N1CCc2ccccc21	.	i	.	i	-2.5	.	.	i	i	.	i
Cc1nn(-c2ccccc2)c(=O)c2noc(C)c12	i	i	i	i	-1.2	10.2	i	i	i	i	i
O=C(Cc1ccc([N+](=O)[O-])cc1)NC1CCCCCC1	i	i	i	i	1.6	-3.6	i	i	i	i	i
COc1cc(O)c(C(CC(=O)N2CCCC(C)C2)c2ccc3c(c2)OCO3)c(OC)c1 (stereo not drawn)	i	i	i	i	0.8	1.0	i	i	i	i	i
COc1ccc(NC(=O)NNC(=O)CCc2ccc(O)c(O)c2)cc1OC	i	i	i	i	0.5	1.0	i	i	i	i	i
O=C(NCC(=O)N(Cc1ccccc1)C(C(=O)NC1CCCC1)c1cccnc1)c1ccco1 (stereo not drawn)	i	i	i	i	-2.3	0.6	i	i	i	i	i
COc1cc(NC(=O)C(C)C)ccc1NC(=O)c1cc2ccccc2o1	i	i	i	i	-5.3	3.7	i	i	i	i	i
CN1CCN(C(CNS(=O)(=O)c2ccc([N+](=O)[O-])cc2)c2ccc(F)cc2)CC1 (stereo not drawn)	i	i	i	i	23.9	3.4	i	i	i	i	i
Cn1c(-c2ccc(C=O)s2)nc2ccccc21	i	i	i	i	-7.5	2.9	i	i	i	i	i
CCn1c(SCC(=O)N(C(C)C)C(C)C)nnc1-c1cc2ccccc2cc1O	i	i	i	i	5.6	5.7	i	i	i	-6.18*	i
O=C(CSc1ncnc2sccc12)Nc1ccccc1	i	i	i	i	-0.9	0.9	i	i	i	i	i
CSc1sc(C(=O)Nc2ccc(F)cc2F)c2c1C=CCC2	i	i	i	i	9.6	-1.4	i	i	i	i	i
Cn1c(=O)oc2cc(S(=O)(=O)N3CCCc4ccccc43)ccc21	i	i	i	i	-6.4	0.7	i	i	i	i	i
CN1CCC(CNC(=O)Nc2ccccc2)(c2ccccc2)CC1	i	i	i	i	0.7	1.1	i	i	i	i	i
CCN1CSC(=S)N(Cc2ccccc2)C1	i	i	i	i	-0.9	2.2	i	i	i	i	i
CCCCNC(=S)Nc1cc(S(=O)(=O)N2CCCCC2)ccc1C	i	i	i	i	-4.7	-2.7	i	i	i	i	i
COc1ccc(C(=O)C2CCCN(C(=O)C3=CCCC3)C2)cc1OC (stereo not drawn)	i	i	i	i	-2.0	-3.5	i	i	i	i	i
CCN(CCCNc1ncnc2nc[nH]c12)c1cccc(C)c1	i	i	i	-6.31*	0.4	5.0	i	i	i	i	i
CCCCNC(=O)c1cnc2n(c1=O)CCS2	i	i	i	i	-2.6	0.6	i	i	i	i	i
COc1ccc(CNC(=O)CN(C2CCCCC2)S(C)(=O)=O)cc1	i	i	i	i	10.7	-2.5	i	i	i	i	i
c1cc[n+](CCC[n+]2ccccc2)cc1	i	i	i	i	-0.8	2.8	i	i	i	i	i
COc1ccc(-c2cn[nH]c2-c2ccc(OCc3ccccc3F)cc2O)cc1OC	i	i	i	i	25.9	6.6	i	i	i	i	i
CC(NC(=O)c1ccco1)C(=O)OCc1cccc(Cl)c1 (stereo not drawn)	i	i	i	i	-14.2	-8.3	i	i	i	i	i
CCc1nc(SC)[nH]c(=O)c1C	i	i	i	i	-2.3	-5.5	i	i	i	i	i
CCC(C)c1ccccc1N1CC(C(=O)Nc2cc(S(=O)(=O)N3CCOCC3)ccc2OC)CC1=O (stereo not drawn)	i	i	i	i	2.5	-0.5	i	i	i	i	i
CC1(C)CC(=O)C(C=NCc2ccccn2)=C(O)C1	i	i	i	i	-4.1	0.9	i	i	i	i	i
Cc1ccc(NS(=O)(=O)c2ccc(CCC(=O)NCCCOC(C)C)cc2)cc1	i	i	i	i	-1.8	-0.5	i	i	i	i	i
O=C(CN1CCN(c2ncc(C(F)(F)F)cc2Cl)CC1)Nc1ccc2c(c1)OCO2	i	i	i	i	-4.0	-1.6	i	i	i	i	i
Cc1ccc(N2CC(NS(=O)(=O)c3cccnc3)CC2=O)cc1C (stereo not drawn)	i	i	i	i	7.0	4.1	i	i	i	i	i
Clc1ccc(-c2csc3ncnc(N4CCc5ccccc5C4)c23)cc1	i	i	i	i	28.7	.	i	i	i	i	i
C=C(C(=O)c1ccccc1)C(CC(=O)c1ccccc1)c1ccccc1 (stereo not drawn)	100*	i	i	i	11.7	6.0	i	i	i	i	i

Following part
SMILES	ANO1 block	ANO1 activ	MrgX1 PAM	TRPC6 inh	SKKanGAS inh	HDAC3 inh	MrgX1 ag	TRPC6 activator	RGS4 pot	MrgX1 antag	RGS4 block
Cc1cc(C)cc(NC(=S)N2CCN(S(C)(=O)=O)CC2)c1	i	i	i	i	-5.6	-6.4	i	i	i	i	i
CCOC(=O)/C(C#N)=C\c1cn(C)c2ccccc12	i	i	i	i	5.2	1.2	i	i	i	i	i
Oc1ccccc1C1NN=C(c2ccccc2)S1 (stereo not drawn)	i	i	i	i	8.8	1.3	i	i	i	i	i
COc1cc(NC(=O)CSc2nc3c(C)ccc(C)c3cc2C)c(C(=O)O)cc1OC	i	i	i	i	44.1	-5.2	i	i	i	i	i
O=S(=O)(c1cccc(F)c1)N1CCN(C(=S)NCC2CCCO2)CC1 (stereo not drawn)	i	i	i	i	-1.9	7.5	i	i	i	i	i
Cc1cccc(NC(=O)c2ccc(N3CCCCC3)c([N+](=O)[O-])c2)n1	i	i	i	i	-3.0	5.5	i	i	i	i	i
COc1ccc(C(=O)NC(=S)Nc2ccc3[nH]c(=O)[nH]c3c2)cc1	i	i	i	i	9.1	-9.3	i	i	i	i	i
Nn1c(Cc2ccccc2)nc2cc(Cl)ccc2c1=O	i	i	i	i	2.8	-3.0	i	i	i	i	i
CN1CCCCC1=NCCCn1cnc2c1c(=O)n(C)c(=O)n2C	i	i	i	i	-1.7	-4.0	i	i	i	i	i
COc1ccc2c3c(c(=O)oc2c1OCC(N)=O)CCCC3	i	i	i	i	-17.2	-49.6	i	i	i	i	i
O=C(CCS(=O)(=O)c1ccc(Br)cc1)Nc1ccc(Cl)cc1F	i	i	i	i	-0.4	3.4	i	i	i	i	i
O=C(COC(=O)c1ccc2[nH]c3c(c2c1)CCCC3)Nc1ccc(Cl)cc1Cl	i	i	i	i	12.9	-0.9	i	i	i	i	i
O=C(OCC(=O)N1CCCc2ccccc21)c1cccc(S(=O)(=O)N2CCc3ccccc32)c1	i	i	i	i	-5.4	9.4	i	i	i	i	i
CC(C)c1ccc(NC(=O)CCCC(=O)NCCc2ccccc2)cc1	i	i	i	i	1.4	0.9	i	i	i	i	i
O=C(N/N=C/c1cccc([N+](=O)[O-])c1)c1ccc(COc2ccccc2-c2ccccc2)cc1	i	i	i	i	9.3	6.0	i	i	i	i	i
O=C1OCc2cc(NC(=O)C3CCCO3)ccc21 (stereo not drawn)	i	i	i	i	3.9	3.5	i	i	i	i	i

From PubChem
